# Bioassay records as filed in PubChem.
# HTR5A inv ag – HTR5A inverse agonism, opioid heterodimer counter-screen. actives 0.083% (n = 340,000). HTR5A cell line, luminescence. inhibition, % at 9.3 µM. P47898. AID 504634; in the data active = inhibition mostly above about 23%, no sharp cut-off; inactive = mostly below about 18%;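 note: 0% = cells with DMSO and 100% = no-cell wells with DMSO; some compounds called inactive have numbers as strong as hits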
# phage Ecoli inh – E. coli growth loss with phage present; growth absorbance; inhibition, % at 11.9 µM; actives 0.26% (n = 360,000); AID 651602; in the data active = inhibition above about 11%
# PKA-R1A activ – PKA-R1A complex activation; PKA-R1A dissociation, Cy5-IP20 fluorescence polarization; scaled: DMSO 0%, 113 µM cGMP 100%; P00514+P68181; activation, % at 11.4 µM; actives 0.083% (n = 340,000); AID 504707;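 active = percent activation above the mean of all tested compounds plus 3 SD, cut at about 19% in these data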;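 note: higher means more PKAc released from R1A so a rise in polarization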
# DSG3 Ab inh – blocks pemphigus antibody binding to human desmoglein-3 | DSG3-coupled beads, scFv-anti-DSG3-GFP binding, flow cytometry; active compounds read low | AID 588358 | binding (percent of control), % at 10 µM | P32926 | actives 0.48% (n = 310,000);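 active = binding more than 3 SD below its plate's average and above zero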;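 note: hits lower antibody fragment binding to DSG3; some compounds called inactive have numbers as strong as hits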
# Target sequence (P32926 whole entry, looked up, the tested form may be a part): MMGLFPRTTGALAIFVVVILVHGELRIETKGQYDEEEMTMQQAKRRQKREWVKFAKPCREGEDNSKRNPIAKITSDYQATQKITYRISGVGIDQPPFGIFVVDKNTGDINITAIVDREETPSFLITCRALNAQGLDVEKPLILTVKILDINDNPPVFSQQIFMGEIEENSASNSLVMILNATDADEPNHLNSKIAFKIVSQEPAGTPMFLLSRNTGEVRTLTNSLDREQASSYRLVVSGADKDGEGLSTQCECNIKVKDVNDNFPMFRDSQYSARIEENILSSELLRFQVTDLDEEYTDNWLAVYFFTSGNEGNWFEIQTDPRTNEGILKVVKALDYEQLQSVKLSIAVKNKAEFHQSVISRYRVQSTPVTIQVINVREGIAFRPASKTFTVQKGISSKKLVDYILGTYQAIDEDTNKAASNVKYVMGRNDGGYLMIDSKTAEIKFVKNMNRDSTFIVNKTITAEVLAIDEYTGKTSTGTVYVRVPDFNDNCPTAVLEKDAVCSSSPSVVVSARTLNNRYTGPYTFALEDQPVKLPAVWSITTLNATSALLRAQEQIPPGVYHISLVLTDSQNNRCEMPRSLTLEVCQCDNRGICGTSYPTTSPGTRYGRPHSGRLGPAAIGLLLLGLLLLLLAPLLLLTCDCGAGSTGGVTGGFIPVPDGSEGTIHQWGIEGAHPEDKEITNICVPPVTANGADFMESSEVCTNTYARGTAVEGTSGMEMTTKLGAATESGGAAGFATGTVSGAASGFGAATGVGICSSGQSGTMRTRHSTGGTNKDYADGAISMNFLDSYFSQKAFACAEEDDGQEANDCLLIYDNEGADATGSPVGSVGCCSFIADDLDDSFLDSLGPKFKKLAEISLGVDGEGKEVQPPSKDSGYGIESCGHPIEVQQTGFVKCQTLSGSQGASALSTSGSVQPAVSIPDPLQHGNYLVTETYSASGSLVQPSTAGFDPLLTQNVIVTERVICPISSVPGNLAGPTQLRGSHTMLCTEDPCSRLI
# OPRM1-OPRD1 ag – OPRM1-OPRD1 heterodimerization agonism. actives 0.3% (n = 340,000). AID 504326. cells, luminescence. activation, % at 9.3 µM; in the data active = activation above about 18%;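 note: 0% = vehicle-treated cells and 100% = reference agonist; values of inactives mirror those of a sister screen read the other way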
# PfHsp90 set2 – reduces growth (ATP signal) of yeast expressing P. falciparum Hsp90. S. cerevisiae expressing PfHsp90, BacTiter-Glo ATP, 48 h; yeast lacking PDR1 and PDR3 efflux regulators. inhibition, % at 9.4 µM. actives 0.32% (n = 310,000);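 active = every replicate shows inhibition above about 80%, whatever the replicate mean, limit read from the data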;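 note: 0% = DMSO neutral controls and 100% = 20 µM radicicol positive controls; yeast relying on Plasmodium falciparum Hsp90 in place of its own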
# AddAB inh – less growth of phage-infected E. coli with AddAB | inhibition, % at 11.9 µM | AID 435030 | actives 0.29% (n = 330,000) | E. coli expressing H. pylori AddAB, absorbance growth; in the data active = inhibition above about 12%;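 note: 0% = vehicle wells of infected cells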
# SUMO Mot1 rescue – blocks SUMOylation pathway, rescuing yeast Mot1-301 growth | S. cerevisiae Mot1-301 growth rescue, ATP luminescence, 38.5C; percent above DMSO median, 100 means doubled | growth rescue, % at 18.8 µM | actives 1% (n = 320,000) | AID 2716;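 active = every valid replicate shows activation above 250% relative to neutral control wells; inactive = the rest, any valid replicate at or below 250%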;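 note: OY570 slx delta 5 strain wells were the positive control but not used for scaling; some compounds called inactive have numbers as strong as hits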
# HTR5A ag – activates human HTR5A in OPRM1-OPRD1 agonist counter-screen | P47898 | HTR5A agonist assay, luminescence, cell-based | activation, % at 9.3 µM | actives 0.61% (n = 340,000); in the data active = activation mostly above about 9.5%, no sharp cut-off; inactive = mostly below about 7.6%;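 note: 0% = cells with vehicle only and 100% = reference agonist; strong numbers were not always called active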
# Ecoli viability – reduces bacterial viability in AddAB counter-screen | E. coli V3065 growth, OD600 absorbance, 18 h | inhibition, % at 11.9 µM | actives 0.27% (n = 330,000);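 active = inhibition above the campaign's mean inhibition across all tested compounds plus 3 SD, cut at about 9.9% in these data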;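 note: uninfected addAB+ strain grown without phage in ampicillin broth; 0% = DMSO wells and 100% = ciprofloxacin 0.95 µg/ml wells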
# MOR-DOR inv ag – inverse agonists of human mu-delta opioid receptor heterodimerization; P35372+P41143; cell-based MOR-DOR heterodimer luminescence, inverse agonism; inhibition, % at 9.3 µM; actives 0.21% (n = 340,000); in the data active = inhibition above about 22%, passing the limit was not always enough;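 note: 0% = cells with DMSO and 100% = wells without cells with DMSO; values of inactives mirror those of a sister screen read the other way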
# Numbers without * were called inactive; i = inactive; nt = no result given.
SMILES,HTR5A inv ag,phage Ecoli inh,PKA-R1A activ,DSG3 Ab inh,OPRM1-OPRD1 ag,PfHsp90 set2,AddAB inh,SUMO Mot1 rescue,HTR5A ag,Ecoli viability,MOR-DOR inv ag
COc1ccc(CN(Cc2cc3ccc(C)cc3[nH]c2=O)Cc2nnnn2C2CCCC2)cc1,2,0.2,-6,119,1.7,7,2.6,-17,-1,2.1,-8
O=C(Nc1ccccc1-c1nnn(CC(=O)N2CCCc3ccccc32)n1)c1ccc(Cl)cc1,-21,1.1,0,74,-2.5,16,-0.9,nt,0,-0.6,14
COC(C/C=C/[C@H](O)[C@H](C)OCc1ccccc1)OC,3,1.5,-17,106,-3.6,4,1.3,0,-1,-1.4,20
CC(C)[C@H](NC(=O)N1CC(=O)Nc2ccccc21)C(=O)N1CCC[C@@H]1C(=O)O,-3,1.4,8,96,-2.3,12,3.0,1,4,-0.5,11
CC(C)(C)OC(=O)C(Cc1ccc(OC(C)(C)C)cc1)NC(=O)CNC(=O)OCc1ccccc1 (stereo unspecified),10,2.1,-3,94,3.7,9,0.4,-3,-4,-1.6,-20
CCOC(=O)c1cc(CC)sc1NC(=O)Cc1ccsc1,-10,2.9,2,103,1.1,-4,4.1,-10,4,-0.2,-6
CCOC(=O)CCNC(=O)N1CCCC(CNS(=O)(=O)c2cccs2)C1 (stereo unspecified),27,4.9,-7,103,-2.9,-21,-0.8,7,4,0.2,15
COc1cc(/C=C(\NC(=O)c2ccccc2)C(=O)Nc2nccs2)ccc1OC(C)=O,2,2.6,2,101,-3.8,-17,0.5,395*,-1,0.1,17
CC(C(=O)NC1C=CS(=O)(=O)C1)N1C(=O)/C(=C\c2ccccc2)SC1=S (stereo unspecified),0,3.2,3,117,0.8,2,1.5,-16,0,1.3,-4
COc1cc(C)ccc1OCCOCCOc1ccccc1[N+](=O)[O-],7,3.0,-7,99,-0.7,-11,0.9,-12,-3,-2.4,4
CSc1ccc(CNC(=O)Cn2nc(C)c3c(C)n(-c4ccc(C)cc4)nc3c2=O)cc1,21,3.0,-2,87,-2.0,8,1.4,-11,1,1.4,10
O=C(COC(=O)CNC(=O)c1ccco1)NCc1ccc(F)cc1,5,2.9,6,118,-0.7,nt,-0.4,nt,-2,-1.6,3
CC(C)CCNC(=O)c1onc(CSc2ccc(Cl)cc2)c1C(=O)NCCC(C)C,0,4.7,-5,102,-0.9,4,-1.3,86,-1,-0.7,6
COC(=O)C1CCN(C(=O)COC(=O)CCc2nc3ccccc3c(=O)[nH]2)CC1,-5,3.2,-9,85,-3.6,12,-0.8,nt,5,-0.2,18
O=c1[nH][nH]c2nc(C(F)(F)F)cc(C(F)(F)F)c12,0,-0.2,9,102,0.2,2,0.7,-16,0,2.1,-1
COc1ccc(C2(C)NC(=O)N(CC(=O)N(c3ccccc3)C3CCS(=O)(=O)C3)C2=O)cc1 (stereo unspecified),3,4.2,0,91,-1.3,nt,0.5,4,-1,0.2,6
CCOC(Cn1cc([N+](=O)[O-])c(=O)[nH]c1=O)OCC,-18,5.0,-13,121,-3.3,-6,nt,nt,5,nt,16
COc1cccc(N(CC(=O)N2CCOCC2)S(C)(=O)=O)c1,7,3.7,-1,127,-5.2,-12,0.7,-25,-2,1.5,25
COc1ccc(Cc2nnc(SCC(=O)Nc3nc(C)cs3)o2)cc1,9,-1.8,8,105,-2.2,nt,-1.9,-19,0,-0.7,11
COc1ccc(N2C(=O)C(CC(=O)O)S/C2=C\C(C)=O)cc1 (stereo unspecified),19,-1.2,-7,97,0.0,-16,5.3,-14,1,-0.6,0
CC(C)(C)C(=O)N/C(N)=N/c1nc2ccccc2o1,-14,1.1,-6,nt,-0.6,-11,-0.6,4,5,-1.0,3
COc1ccc(NC(=O)Cc2ccsc2)cc1S(=O)(=O)N1CCOCC1,11,1.1,-11,105,1.2,21,-0.8,-9,-3,1.1,-6
CCNc1nc(SC)nc(N(C#N)CC(=O)OC)n1,-12,3.7,-9,125,-3.0,5,3.1,-2,1,-1.6,14
CC(NC(=O)c1ccccc1F)c1cccc2ccccc12 (stereo unspecified),6,1.8,1,105,0.2,10,2.1,-11,3,-0.5,-1
COc1ccc(OC)c(CCNC(=O)c2ccc3c(c2)N(Cc2ccccc2)CCS3)c1,15,2.0,7,110,-0.9,10,4.4,4,-4,-5.2,5
# Further compounds follow:
SMILES,HTR5A inv ag,phage Ecoli inh,PKA-R1A activ,DSG3 Ab inh,OPRM1-OPRD1 ag,PfHsp90 set2,AddAB inh,SUMO Mot1 rescue,HTR5A ag,Ecoli viability,MOR-DOR inv ag
COc1ccc(S(=O)(=O)N2CCN(C(=O)c3ccccn3)CC2)cc1,-22,2.4,-2,98,0.5,12,nt,nt,7,nt,-3
CCOc1ccc(S(=O)(=O)NCc2cccnc2)c2ccccc12,1,2.8,1,105,-2.7,11,6.0,95,0,3.5,15
COc1ccc(S(=O)(=O)Nc2cccnc2)cc1,-18,-0.6,-3,101,-1.7,36,0.6,125,8,3.2,9
CS(=O)(=O)c1ccc2nc(NC(=O)C3C4C=CC(C4)C3C(=O)O)sc2c1 (stereo unspecified),8,4.1,-2,98,-0.7,-7,1.2,-15,-2,1.0,4
O=C(O)/C(=C\c1cccc(OCc2ccccc2)c1)c1ccc(F)cc1,14,0.4,-6,106,-1.8,-29,2.4,0,-6,0.4,10
O=C(CCSc1ccccc1Cl)Nc1cccc([N+](=O)[O-])c1,3,1.6,-15,84,1.1,13,-1.4,-4,3,-3.0,-6
CCOc1cc(/C=N\NC(=O)CC(=O)NCCc2ccccc2)ccc1O,7,1.2,5,96,-1.5,-6,0.3,-6,-3,-0.7,9
CCC(=O)N1CCc2cc(S(=O)(=O)CCC(=O)Nc3ccc(C(C)=O)cc3)ccc21,16,1.8,-2,105,-2.8,8,4.6,0,-4,-0.1,14
COC(=O)c1ccc(COC(=O)c2ccccn2)cc1,11,0.5,4,94,0.1,-1,-1.7,-7,1,0.4,-1
O=C(O)CSc1ncccn1,15,1.4,-16,101,-3.0,2,2.5,-19,1,3.8,15
O=C(NCc1ccccc1)c1ccc(NC(=O)C2CCCO2)cc1 (stereo unspecified),13,1.7,-2,nt,0.3,9,0.8,-1,2,1.4,-2
COc1ccc(CNC(=O)C[C@H]2C[C@H](C(=O)N(C(C)C)C(C)C)[C@@]3(C)c4[nH]c5ccc(Cl)cc5c4CCN3C2=O)cc1OC,-4,1.2,-1,97,-3.5,10,-0.9,nt,1,0.7,17
O=C(OCc1c(-c2ccccc2)ncc2ccccc12)c1ccccc1C(F)(F)F,-8,1.0,-5,106,0.6,-17,-1.8,20,3,-2.0,-4
N#Cc1ccc(-c2ccc(OCC(=O)Nc3cccnc3)cc2)cc1,-9,0.9,-6,109,1.0,21,nt,-16,2,nt,-6
Fc1ccc(NC(=S)N2CCc3ccccc3C2)c(F)c1,10,2.7,4,101,-0.5,12,1.8,7,-4,0.7,2
Cc1ccccc1NC(=S)NCc1ccc(Cl)cc1,17,5.1,2,100,1.0,-33,3.2,157,2,-1.7,-5
Cc1cccc(OCC(=O)N/N=C/c2cc([N+](=O)[O-])ccc2N2CCOCC2)c1,16,2.8,-8,86,-0.8,-19,0.0,7,1,1.3,4
C=CCNC(=O)c1ccc(C)cc1Cl,-2,2.2,-3,99,-2.4,-24,0.1,-6,-1,4.0,12
O=C(NNS(=O)(=O)c1ccccc1)c1ccc(O)cc1,-2,1.4,-10,123,-3.5,12,-1.0,nt,0,0.7,19
O=c1oc(-c2ccccc2)nc2c1cnn2-c1ccccc1,8,2.6,13,102,2.4,5,0.1,3,0,-1.9,-13
COc1ccc(N2CCN(S(=O)(=O)c3c(C)[nH]c(C)c3C(=O)N3CCCC3)CC2)cc1,-1,2.6,0,97,0.0,-9,3.2,-18,3,1.5,0
Cc1ccc(NC(=O)CS(=O)CC(=O)N(C(C)C(=O)NC2CCCCC2)C(C)(C)C)cc1 (stereo unspecified),-18,2.1,-5,101,1.3,-18,0.3,-17,7,0.7,-7
O=C(COC(=O)c1ccco1)Nc1ccc(Br)cc1,-10,2.4,-7,98,-0.5,10,2.3,-5,-2,1.1,3
O=C(Nc1nccs1)c1cn(-c2ccccc2)nc1-c1ccncc1,8,1.1,4,86,-2.5,3,1.2,245,-3,1.3,13
Cn1c(N)c(C(=O)COC(=O)c2ccccc2C(F)(F)F)c(=O)n(C)c1=O,-1,6.3,-4,105,-1.2,10,1.7,0,0,0.9,5
O=C(COC(=O)CCN1C(=O)C2CC=CCC2C1=O)NCCc1ccc(F)cc1 (stereo unspecified),2,1.4,-9,85,-4.0,nt,1.8,0,-1,3.0,17
COCc1cc(=O)n2[nH]c(-c3ccco3)cc2n1,-8,-1.6,-4,104,-1.8,-16,1.8,1,3,-0.4,9
CCCCOc1ccc(C(=O)N2CCCC2C(=O)O)cc1 (stereo unspecified),-9,1.8,3,99,-1.5,1,-1.6,-1,4,0.7,7
CCn1ccnc1CNC(=O)c1ccc2oc(C(C)C)nc2c1,13,1.5,1,nt,-1.8,15,-2.5,-4,-3,-0.4,10
Cc1ccc2c(c1)C1(SCCS1)C(=O)N2,1,1.7,0,101,-1.4,5,-1.4,i,1,-1.9,8

# Compounds above containing an NH in an aromatic ring, in the order listed:
SMILES,HTR5A inv ag,phage Ecoli inh,PKA-R1A activ,DSG3 Ab inh,OPRM1-OPRD1 ag,PfHsp90 set2,AddAB inh,SUMO Mot1 rescue,HTR5A ag,Ecoli viability,MOR-DOR inv ag
COc1ccc(CN(Cc2cc3ccc(C)cc3[nH]c2=O)Cc2nnnn2C2CCCC2)cc1,2,0.2,-6,119,1.7,7,2.6,-17,-1,2.1,-8
COC(=O)C1CCN(C(=O)COC(=O)CCc2nc3ccccc3c(=O)[nH]2)CC1,-5,3.2,-9,85,-3.6,12,-0.8,nt,5,-0.2,18
O=c1[nH][nH]c2nc(C(F)(F)F)cc(C(F)(F)F)c12,0,-0.2,9,102,0.2,2,0.7,-16,0,2.1,-1
CCOC(Cn1cc([N+](=O)[O-])c(=O)[nH]c1=O)OCC,-18,5.0,-13,121,-3.3,-6,nt,nt,5,nt,16
COc1ccc(CNC(=O)C[C@H]2C[C@H](C(=O)N(C(C)C)C(C)C)[C@@]3(C)c4[nH]c5ccc(Cl)cc5c4CCN3C2=O)cc1OC,-4,1.2,-1,97,-3.5,10,-0.9,nt,1,0.7,17
COc1ccc(N2CCN(S(=O)(=O)c3c(C)[nH]c(C)c3C(=O)N3CCCC3)CC2)cc1,-1,2.6,0,97,0.0,-9,3.2,-18,3,1.5,0
COCc1cc(=O)n2[nH]c(-c3ccco3)cc2n1,-8,-1.6,-4,104,-1.8,-16,1.8,1,3,-0.4,9

# This is a random part of the collection; 3.2% or so of the library scored in one or more.
